# Source: PubChem
# West Nile virus CPE – inhibition of WNV-induced cytopathic effect – cell-based, CPE readout (AID 1621); actives 0.02% (n = 290,000); CPE inhibition, % at 10 µM; hits with a dose series show IC50 in µM; West Nile virus-infected cells, CPE inhibition; higher % means a stronger effect; in the data active = a potency from the dose series; inconclusive = CPE inhibition mostly from about 3.7% at the one dose, without a potency; inactive = the rest, 99 in 100 with CPE inhibition below about 2.2%; note: strong numbers were not always called active
# UTI89 phage lysis – protection from phage-mediated lysis, alamar blue read-out – E. coli UTI89, K1F phage, bacterial capsule biogenesis inhibitors (AID 488966). E. coli UTI89 K1F phage lysis, alamar blue, 2 h; higher % means a stronger effect. inhibition, % at 100 µM, or IC50 in µM where a hit was titrated. actives 0.02% (n = 340,000);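 active = phage lysis inhibition, versus mean bacterial control, above a set limit; inconclusive = no clear call, values can overlap the other calls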;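 note: capsule biogenesis inhibitors block K1F phage lysis so surviving cells raise fluorescence; higher fluorescence means more inhibition of phage lysis; actives were called in the ten point dose series up to 300 µM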
# TNAP activators – human TNAP enzyme activators, primary screen, biochemical, luminescent, no phosphate acceptor, uHTS (AID 1001); activation fold at 20 µM; hits with a dose series show EC50 in µM; purified TNAP, luminescent activation assay, no phosphate acceptor; higher activation fold means a stronger effect; actives 0.03% (n = 200,000); in the data active = activation fold from about 3, or a potency from the dose series; inactive = the rest, 99 in 100 with activation fold below about 1.6; note: many of its hits are not listed in these tables
# PMI inhibitors – MPI enzyme activity inhibition – biochemical, fluorescence intensity, coupled assay, primary screen (AID 1209). purified PMI enzyme, coupled fluorescence intensity; higher % means a stronger effect. inhibition, % at 20 µM, or IC50 in µM where a hit was titrated. actives 0.42% (n = 190,000);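 note: plate controls were DMSO vehicle for no effect and wells lacking substrate for full effect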
# human PMI inhibitors – MPI inhibition at elevated mannose 6-phosphate – biochemical, fluorescence intensity, high mannose 6-phosphate, primary screen (AID 1220); recombinant PMI enzyme, coupled fluorescence intensity; higher % means a stronger effect; inhibition, % at 20 µM; hits with a dose series show IC50 in µM; actives 0.66% (n = 190,000)
# P. falciparum M17LAP – P. falciparum M17LAP inhibitors, primary screen, biochemical, fluorogenic H-Leu-NHMec substrate, 1536-well (AID 1619); recombinant M17LAP, H-Leu-NHMec fluorogenic kinetic assay; higher % means a stronger effect; inhibition, % at 30 µM; hits with a dose series show IC50 in µM; actives 0.38% (n = 220,000);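 active = compound inhibiting the enzyme by more than half at any dose during confirmatory dose-response retesting; inconclusive = strong single-dose inhibitors picked by rank but not retested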;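 note: plate controls were full reaction with DMSO carrier for no effect and no enzyme background for full effect; strong numbers were not always called active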
# T cell modulator – T cell immune modulation candidate. 2C CD8+ T cell-vesicle binding, flow cytometry; stronger effect = lower value. calls only at 7 µM. actives 0.068% (n = 330,000);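 active = response, share of CD8 T cells binding vesicles, and their 90th percentile fluorescence all below set limits, cut at about 80% in these data, passing the limit was not always enough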
#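 Assay system: 2C TCR transgenic mouse naive CD8+ T cells, MACS-purified | Read-out: CD8+ gate FL2 mean fluorescence as % of same-row positive control | Signal: High-throughput flow cytometry with anti-B7-1 and anti-CD8 staining | Timing: Binding step 1.5 h, 37 °C, antibody labelling 20 min, ice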
# RSV CPE inhibition – RSV antiviral activity via CPE protection, HEp-2 cells, primary 10 µM value included (AID 2391); HEp-2 cells, RSV-induced CPE inhibition; higher % means a stronger effect; CPE inhibition, % at 10 µM, or IC50 in µM where a hit was titrated; actives 0.13% (n = 310,000); in the data active = a potency from the dose series; inconclusive = CPE inhibition mostly from about 23% at the one dose, without a potency; inactive = the rest, 99 in 100 with CPE inhibition below about 21%; note: strong numbers were not always called active
# M1AAP inhibition – malaria alanyl aminopeptidase activity blockers – biochemical, fluorogenic H-Leu-NHMec substrate, 1536-well (AID 1445); recombinant M1AAP, H-Leu-NHMec fluorogenic kinetic assay; higher % means a stronger effect; inhibition, % at 30 µM; hits with a dose series show IC50 in µM; actives 0.42% (n = 220,000);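 active = primary inhibition above the hit cutoff, then over 50% inhibition at one or more dose response concentrations, cut at about 23% in these data, passing the limit was not always enough; inconclusive = conflicting primary data, or primary hits not chosen for dose response; inactive = low primary inhibition, or under 50% at every dose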;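 note: plate controls were DMSO full reaction for no effect and no enzyme background for full effect; strong numbers were not always called active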
# T cell modulator vesicle-bound % – also measured in T cell modulator; calls as there; double positive events, %; measured here: CD8+ vesicle-bound cell fraction;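 binding gate set so that unloaded-vesicle control wells show 10% double positive cells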
# An asterisk follows results filed as active; i = inactive; ? = inconclusive; / = not tested or not shown; [ ] = another dose, or the depositor's remark. Cut-off read from the data, not from the text of the source, unless noted: active = inhibition above about 50%; inactive = the rest.
mol	West Nile virus CPE	UTI89 phage lysis	TNAP activators	PMI inhibitors	human PMI inhibitors	P. falciparum M17LAP	T cell modulator	T cell modulator vesicle-bound %	RSV CPE inhibition	M1AAP inhibition
CCOC(=O)C1=C(C)NC2=C(C(=O)CCC2)C1c1cn(Cc2ccc(Cl)cc2Cl)nc1-c1ccccc1 (stereo not drawn)	/	1.7%	1.1	5.3%	3.6%	-1.5%	i	22.4	48.6%	9.2%
Nc1ncnc2c1nc(Br)n2[C@@H]1O[C@@H]2COP(=O)(O)O[C@H]2[C@H]1O	?	4.4%	/	/	/	/	i	22.6	0.9%	/
Cc1cc(Cl)ccc1OCCCC(=O)NCCc1nnc2ccccn12	-0.8%	-0.1%	/	/	/	/	i	8.4	-0.9%	/
COc1ccc(-n2nc3c(c2NC(=O)C2CC2)CS(=O)C3)cc1 (stereo not drawn)	/	-0.9%	1.1	-2.7%	9.4%	-10.3%	i	53.5	0.8%	1.8%
O=C(N/C(=C/c1ccco1)C(=O)N1CCCCC1)c1cccs1	0.0%	0.1%	1.1	11.1%	13.9%	17.2%	i	59.4	0.7%	10.7%
FC(F)(F)c1ccc(N=Cc2sc(N3CCOCC3)nc2-c2ccccc2)cc1	-0.2%	0.0%	0.9	7.1%	5.5%	-2.9%	i	47.3	2.4%	7.0%
O=C(N1CCN(Cc2ccccc2)CC1)C(Cl)(Cl)Cl	-0.8%	2.5%[50 µM]	1	13.5%	11.1%	6.9%	i	11.1	0.3%	2.7%
CC1CN(C2CCN(S(=O)(=O)c3ccc(F)cc3)CC2)CC(C)O1 (stereo not drawn)	-0.5%	4.8%	1	7.0%	1.1%	-4.5%	i	35.8	2.7%	-5.5%
CC1(NC(=O)Nc2cccc3ccccc23)CCS(=O)(=O)C1 (stereo not drawn)	0.7%	0.1%	/	/	/	/	i	19.9	1.1%	/
CCC(C)(C)n1nnnc1C(c1ccccn1)N1CCN(c2cccc(OC)c2)CC1 (stereo not drawn)	0.5%	0.1%	1	-8.5%	-4.0%	10.4%	i	44.6	0.5%	5.3%
COC(=O)C(CC(C)C)NC(=O)/C=C/c1ccc(Cl)cc1 (stereo not drawn)	0.6%	-0.2%	1	-1.5%	0.6%	10.3%	i	44.1	2.8%	10.9%
COc1cc2[nH]c(=O)n(CCC(=O)NC3CCN(Cc4ccccc4)CC3)c(=O)c2cc1OC	0.2%	-0.3%	1	2.7%	5.7%	-9.4%	/	/	/	6.3%
CCCNc1c(NC(=O)c2ccc3c(c2)OCO3)c(=O)oc2ccccc12	0.3%	0.0%	/	/	/	/	i	9.1	-0.8%	/
O=S(=O)(c1cc(Cl)ccc1Cl)N1CCN(Cc2ccc3c(c2)OCO3)CC1	-0.5%	0.6%	1.1	5.5%	-0.2%	6.6%	i	29.9	-0.8%	1.2%
O=C(Nc1cccc(O)c1)C1CC(c2c(F)cccc2Cl)=NO1 (stereo not drawn)	-0.5%	-0.5%	/	/	/	/	i	60.0	1.3%	/
COc1cccc(Oc2cn[nH]c2-c2ccc(OC)cc2O)c1	0.6%	-0.7%	1.3	1.4%	1.6%	-3.7%	i	50.0	1.3%	-10.0%
O=C(O)CSc1nnnn1-c1ccc2c(c1)OCCO2	0.0%	-0.3%	1.1	-6.4%	-5.6%	6.3%	i	35.7	2.4%	16.8%
Cc1cc(C)c(C)c(S(=O)(=O)N2CCNCC2)c1C	-0.3%	-0.1%	1.1	-6.0%	-7.6%	-1.6%	i	43.2	-2.0%	2.7%
CCc1ccccc1NCC(=O)Nc1ccccc1C(=O)OC	-1.0%	-0.6%	1.1	5.6%	4.9%	12.2%	i	57.2	5.8%	2.6%
Cc1cc(C)cc(N(CC(=O)N/N=C/c2ccncc2)S(=O)(=O)c2ccccc2)c1	-1.1%	0.1%	1.1	4.9%	4.0%	14.1%	i	34.3	2.6%	10.0%
COc1ccc(-n2cccc2/C=C/[N+](=O)[O-])cc1	?	-0.2%	1	-31.9%	-17.0%	20.7%	i	0.5	-2.2%	4.5%
O=C(O)[C@@H]1CCCN1c1ncnc2sc3c(c12)CCC3	-0.1%	0.3%	1	14.2%	2.0%	8.5%	i	26.5	1.7%	0.8%
CCN1CCN(C(=O)Cn2cnc3sc(C)c(S(=O)(=O)N4CCN(c5ncccn5)CC4)c3c2=O)CC1	1.3%	0.7%	1.1	-3.1%	-7.2%	-0.4%	i	46.4	0.4%	-2.2%
CC1(C)CC(NC(=O)c2ccc(Cl)cc2Cl)CC(C)(C)N1	0.4%	0.6%	/	/	/	/	i	46.8	0.4%	/
CCCn1c(=O)c(Cc2ccccc2)c(O)c2ccccc21	1.2%	0.1%	1.1	6.9%	18.3%	-4.6%	i	59.0	0.9%	6.7%
CN1/C(=C\C(=O)c2cncc(Br)c2)C(C)(C)c2ccccc21	-0.7%	2.8%	1	-0.2%	4.2%	-8.7%	i	33.6	1.5%	-5.6%
CCN(CC)C(=O)CCc1nnc(Cc2cccc(C(F)(F)F)c2)o1	0.5%	0.4%	1.1	9.8%	10.4%	12.1%	i	44.5	2.0%	2.4%
c1ccc(-c2noc(-c3cccnc3)n2)cc1	0.0%	1.4%	1.1	10.1%	10.0%	2.9%	i	30.6	3.7%	20.8%
CC(=O)Nc1c(-c2ccc3ccccc3c2)nc2ccccn12	-0.7%	0.4%	/	/	/	/	i	23.4	0.1%	/
COc1ccccc1CC1S/C(=N/N=C/c2ccco2)NC1=O (stereo not drawn)	0.8%	1.4%	1.1	4.9%	10.2%	8.5%	i	27.7	5.2%	8.8%
O=C(COC(=O)c1ccccn1)Nc1c(Cl)cccc1Cl	-0.2%	-0.8%	1.1	-3.1%	0.4%	-8.0%	i	1.1	-0.8%	6.8%
CCOC(=O)c1c(C)[nH]c(C)c1C(=O)Cn1nnc(-c2ccccc2C)n1	-0.3%	-0.4%	/	/	/	7.0%	i	50.8	13.1%	-13.4%
COc1nnc(-c2ccc(C)cc2)c2ccccc12	2.7%	0.0%	/	/	/	/	i	39.7	1.8%	/
O=C1C2C3CCCC3=C3CCCC3C2C(=O)N1c1ccc(Cl)cc1 (stereo not drawn)	0.2%	0.1%	1.1	11.6%	3.7%	/	i	59.1	1.3%	/
CCN(C(=O)CCc1nnc2ccc(NCc3ccco3)nn12)c1ccccc1	-0.1%	0.4%	/	/	/	/	i	55.4	8.1%	/
S=C(NCCc1ccccn1)Nc1ccc(Cl)cc1Cl	-0.1%	1.7%	1	-3.9%	-14.5%	-5.4%	i	54.9	0.3%	-7.6%
CSCCC(NC(=O)c1ccccc1)C(=O)NNC(=O)c1csc(N2CCOCC2)n1 (stereo not drawn)	0.6%	0.6%[50 µM]	/	/	/	/	i	14.6	0.4%	/
Nc1nc(SCCOc2ccccc2)n[nH]1	-0.2%	0.5%	1.1	1.5%	0.5%	26.1%	i	57.4	1.7%	-4.5%
Cc1ccc(N2CCN(S(=O)(=O)N3CCOCC3)CC2)cc1C	-0.7%	1.0%	1	0.2%	40.3%	-7.4%	i	50.3	-0.2%	-0.3%
O=C(CSc1nnc(CNC(=O)c2c(F)cccc2F)o1)Nc1ccc2c(c1)OCCO2	0.4%	1.0%	/	/	/	/	i	7.7	0.4%	/
COc1ccc(S(=O)(=O)NC2CCCCCC2)cc1C(N)=O	-0.1%	1.5%[50 µM]	/	/	/	/	i	14.9	1.6%	/
COCC(C)n1c(C)cc(C(=O)Cn2c(=O)oc3ccccc32)c1C (stereo not drawn)	/	-1.0%	1.2	2.2%	0.1%	-1.1%	i	55.2	0.8%	4.1%
COc1cccc(C2NC(=O)NC(C)=C2C(=O)OCC2CCCO2)c1 (stereo not drawn)	-0.8%	0.4%	1	-15.8%	-15.9%	1.3%	i	61.9	2.2%	3.9%
CCOc1ccc(NC(=S)N2CCC(c3nc4ccccc4[nH]3)CC2)cc1	-0.9%	-0.3%	1	13.7%	17.2%	-3.7%	i	31.8	0.4%	1.6%
Cn1c(=O)n(C)c2cc(NS(=O)(=O)c3ccccc3)ccc21	0.8%	0.1%	/	/	/	/	i	68.7	3.3%	/
CC(C)C[C@H](NC(=O)C1CC(=O)N(c2ccc3c(c2)OCCO3)C1)C(=O)NC1CCCC1 (stereo partly drawn)	-0.1%	0.5%	/	/	/	/	i	18.9	0.9%	/
O=C(NN=C1c2ccccc2-c2ccccc21)c1ccccc1Br	?	2.7%	1	6.3%	4.7%	-5.2%	i	12.5	0.5%	3.6%
CCCC(=O)C1=C(c2ccccc2)C(C#N)(C#N)C(C#N)=C1N	0.3%	0.3%	1	4.6%	27.4%	-14.6%	i	21.9	1.2%	12.0%
CCc1nnc(N/N=C/c2c(Cl)cccc2Cl)n1N	0.6%	-0.5%	1.1	-3.8%	10.4%	12.9%	i	28.4	1.8%	1.6%
Cc1ccc2nc(-c3ccccc3)cc(C(=O)NCCCn3ccnc3)c2c1	-0.3%	0.8%	1	1.7%	0.9%	-6.4%	i	18.0	0.2%	5.9%
CSc1nc(-c2ccccc2)ccc1C(N)=O	0.2%	2.4%	1	7.3%	6.6%	3.9%	i	24.0	21.1%	1.5%
COc1ccc(CNCc2ccco2)cc1OCc1ccccc1	-0.5%	0.2%	1.2	15.3%	10.6%	9.9%	i	36.0	-2.0%	11.9%
Cc1cc(=O)oc2cc(OCC3CC(c4ccc(N(C)C)cc4)=NO3)ccc12 (stereo not drawn)	-0.6%	0.5%	1.1	1.4%	3.5%	-6.9%	i	29.5	1.0%	-2.6%
O=C(O)CCCC(=O)N1CCC(C(O)(c2ccccc2)c2ccccc2)CC1	0.2%	0.6%	1.1	-8.9%	-9.1%	6.0%	i	48.3	-0.9%	0.8%
CC1(C(=O)CSc2ncn[nH]2)CCC(=O)O1 (stereo not drawn)	0.0%	/	1.1	/	38.5%	4.0%	i	18.2	0.6%	6.1%
O=C(OCCN1C(=O)c2cccc3c(N4CCOCC4)ccc(c23)C1=O)c1cc(Cl)cc(Cl)c1	-0.4%	/	1	4.2%	3.7%	14.9%	/	/	/	-1.8%
COC(=O)CSc1nc2ccc(NC(=O)CSc3nnnn3Cc3ccccc3)cc2s1	0.0%	-0.2%	1	-1.8%	6.3%	-0.6%	i	60.7	1.4%	2.0%
CCCc1nc(NCc2ccccc2)c(C#N)c2c1CCCC2	-0.2%	0.4%	1.1	14.8%	15.0%	-5.3%	i	59.8	2.9%	4.2%
